# ANO1 activ: mouse TMEM16A channel activation, primary screen. 0.3% of 340,000 active. B-score at 10 µM. HEK293 TMEM16A/YFP-H148Q/I152L, iodide quench fluorescence; active compounds read low. Q8BHY3;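 active means fluorescence-ratio B-score plate-corrected deviation score at least 3 library SD below zero, with starting fluorescence score within 5 deviations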;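 further: channel opened by trigger with iodide after compound preincubation; score built on the fluorescence ratio of max minus min over baseline; more negative score means more quench and so TMEM16A activation or potentiation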
# Target sequence (Q8BHY3 whole entry, looked up): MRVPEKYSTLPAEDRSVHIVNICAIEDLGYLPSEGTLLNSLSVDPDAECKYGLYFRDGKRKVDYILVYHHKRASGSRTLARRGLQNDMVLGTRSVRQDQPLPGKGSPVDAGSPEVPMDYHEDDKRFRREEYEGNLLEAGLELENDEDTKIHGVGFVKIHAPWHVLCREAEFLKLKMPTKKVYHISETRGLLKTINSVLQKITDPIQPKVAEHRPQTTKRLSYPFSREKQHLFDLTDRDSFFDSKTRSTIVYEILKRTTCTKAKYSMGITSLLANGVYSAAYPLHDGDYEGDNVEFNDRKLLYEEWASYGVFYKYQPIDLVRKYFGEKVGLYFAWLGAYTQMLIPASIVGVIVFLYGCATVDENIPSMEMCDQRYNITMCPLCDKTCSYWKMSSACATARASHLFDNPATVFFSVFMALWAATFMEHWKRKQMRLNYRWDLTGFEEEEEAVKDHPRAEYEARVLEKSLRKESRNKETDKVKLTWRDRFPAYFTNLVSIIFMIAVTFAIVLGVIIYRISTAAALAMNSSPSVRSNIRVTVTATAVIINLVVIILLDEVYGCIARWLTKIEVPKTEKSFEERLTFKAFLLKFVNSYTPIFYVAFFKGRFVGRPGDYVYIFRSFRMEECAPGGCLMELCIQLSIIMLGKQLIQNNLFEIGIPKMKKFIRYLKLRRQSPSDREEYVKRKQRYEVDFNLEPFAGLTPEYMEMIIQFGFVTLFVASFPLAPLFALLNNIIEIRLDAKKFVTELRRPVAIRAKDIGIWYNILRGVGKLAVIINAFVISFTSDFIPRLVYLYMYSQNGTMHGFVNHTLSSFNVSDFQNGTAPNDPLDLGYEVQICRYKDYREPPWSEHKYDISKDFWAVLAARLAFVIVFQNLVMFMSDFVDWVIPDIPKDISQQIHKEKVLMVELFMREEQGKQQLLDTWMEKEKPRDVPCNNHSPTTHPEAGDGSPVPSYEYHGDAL
# SKKanGAS inh: blocks kanamycin growth of S. pyogenes SKKanGAS strain; BacTiter-Glo, 6 h; inhibition, % at 7.5 µM; 1.3% of 300,000 active;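 active means mean replicate score, as percent of positive control median, at least 50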;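 further: strain carries kanamycin resistance gene driven by streptokinase promoter and grows in 40 µg/ml kanamycin; loss of luminescence reflects streptokinase promoter inhibition or plain growth inhibition; 0% = median of DMSO wells and 100% = positive control at its reference dose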
# ANO1 block: mouse TMEM16A channel inhibition, primary screen | normalized B-score (activity score, 25-100; higher = stronger inhibition) at 10 µM | HEK293 TMEM16A/YFP iodide influx fluorescence, ionomycin | 1.2% of 310,000 active | AID 588511;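 active means ratio plate-corrected score three or more library SD toward inhibition, starting fluorescence score within five deviations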;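 further: score derived from kinetic fluorescence span divided by baseline fluorescence per well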
# TRPC6 act: activates the mouse TRPC6 cation channel; HEK293-TRPC6 membrane potential dye fluorescence; active compounds read high; B-score at 10 µM; 0.13% of 310,000 active; AID 2550;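 active means B-score of the integrated fluorescence ratio above library mean plus 3 SD, and starting fluorescence ratio within library mean plus 5 SD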;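 further: higher score means more depolarization so channel activation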
# HDAC3 inhib: inhibitors of human histone deacetylase 3; recombinant HDAC3, fluorogenic peptide/trypsin coupled, fluorescence; inhibition, % at 8.3 µM; 0.15% of 320,000 active; in the data active means inhibition above about 26%, passing the limit was not always enough
# RGS4 block: human RGS4 inhibition; P49798; B-score at 10 µM; 0.45% of 310,000 active; HEK293 M3R/RGS4 inducible, Fluo-4 calcium flux; active compounds read high; triggered by carbachol at its EC20;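 active means B-score, a plate-corrected calcium signal, over three deviations above library mean, with baseline fluorescence within five deviations of library mean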;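 further: RGS4 expression induced by doxycycline in cells with stable M3 receptor; B-score is computed from the integrated fluorescence ratio over baseline after carbachol; higher B-score means a larger calcium signal and so more RGS4 inhibition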
# RGS4 pot: potentiators or activators of RGS4; HEK293 M3R/inducible RGS4, carbachol calcium flux Fluo4; active compounds read low; B-score at 10 µM; 0.92% of 310,000 active; AID 463111;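 active means B-score of the integrated calcium signal more than 4 SD below the library mean, with starting fluorescence not abnormally high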;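 further: negative B-score means reduced calcium response which marks RGS4 activation or potentiation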
#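 test system = M3R-expressing HEK293 line, RGS4 induced by doxycycline | probe or stimulus = carbachol at ECmax as muscarinic agonist stimulus | timing = dye loading 30 min 37 °C, buffer rest 30 min RT | signal = calcium dye Fluo4 fluorescence | evaluation = B score from integrated fluorescence ratio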
# MrgX1 agonist: agonists of human MrgX1 receptor | 0.44% of 310,000 active | Q96LB2 | MrgX1-HEK293 cells, Fluo-4 calcium fluorescence, agonist mode; active compounds read high | B-score at 10 µM;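 active means calcium response B-score plate-corrected fluorescence ratio at least 3 library SD, with starting fluorescence B-score inside 5 SD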
#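 Assay system: MrgX1-expressing HEK293 cells / Amount: fifteen thousand cells per well / Doses: test compound in the initial addition of three / Timing: cells plated overnight, dye loaded 0.5 h 37 °C, 0.5 h room temperature / Technique: kinetic calcium dye fluorescence, Fluo-4 NW / Control set: positive and negative controls per plate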
# MrgX1 antagonist: human MrgX1 receptor antagonism, primary screen | B-score at 10 µM | Q96LB2 | AID 588676 | 1.3% of 310,000 active | MRGX1-HEK293 calcium flux, Fluo-4, BAM8-22 antagonism; active compounds read low;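 active means calcium-response B-score plate-corrected more than 3 library SD below zero, starting fluorescence within 5 deviations, no agonist response on first addition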;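 further: peak minus trough fluorescence over baseline after final BAM8-22 challenge near maximal dose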
# MrgX1 allo act: human MrgX1 positive allosteric modulation, primary screen. Q96LB2. B-score at 10 µM. 0.63% of 310,000 active. MrgX1-HEK293, Fluo-4 calcium flux, FDSS; active compounds read high;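 active means plate-corrected calcium response at least 3 library SD above typical, normal starting fluorescence, not activating the receptor alone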;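 further: compound read alongside a low EC10 to EC30 dose of BAM8-22 agonist; peak minus trough fluorescence over baseline measured at the second addition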
# TRPC6 inhibitor: mouse TRPC6 channel inhibition | HEK293-TRPC6, membrane potential dye, ACh-evoked depolarization; active compounds read low | B-score at 10 µM | 1.1% of 310,000 active | AID 2553;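 active means B-score under library mean minus 3 SD, initial fluorescence not abnormally high, positive integrated signal ratio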;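 further: B-score derived from integrated fluorescence ratio over the kinetic read; more negative B-score means stronger inhibition of depolarization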
# The depositor's hits bear a star; i = inactive; / = no result given.
SMILES,ANO1 activ,SKKanGAS inh,ANO1 block,TRPC6 act,HDAC3 inhib,RGS4 block,RGS4 pot,MrgX1 agonist,MrgX1 antagonist,MrgX1 allo act,TRPC6 inhibitor
CC(C)(CNC(=O)/C=C/c1ccc(F)cc1)CNC(=O)/C=C/c1ccc(F)cc1,i,9,i,i,7,i,i,i,i,i,i
CC(C)(C)C1(c2ccccc2)NC(=O)N(CC(=O)N2CCOCC2)C1=O (centres undefined),i,-2,i,i,3,i,i,i,i,i,i
COc1ccc(N2CCC(CNC(=S)Nc3c(C)cccc3C)C2)cc1 (centres undefined),i,-4,i,i,2,i,i,i,i,i,i
Cc1cccnc1NS(=O)(=O)c1cccc([N+](=O)[O-])c1,i,2,i,i,0,i,i,i,i,i,i
O=C(CCn1[nH]c(=O)c2ccccc2c1=O)N1CCOCC1,i,-3,i,i,-2,i,i,i,i,i,i
CN1CCN(CC(O)(c2ccc(Cl)cc2)c2ccc(Cl)cc2)CC1,i,1,i,i,2,i,-10*,i,i,i,-7.3*
CC(C)[C@@H](COc1ccccc1)N1CCN(Cc2ccccc2)CCC1=O,i,5,i,i,5,i,i,i,i,14*,i
Cc1ccc(-c2nnn(CC(=O)N(CCCO)C(C(=O)NC3CCCC3)c3ccc(F)cc3)n2)o1 (centres undefined),i,-1,i,i,0,i,i,i,i,i,i
CC(C)N1C(=O)C(Cc2nc3ccccc3c(=O)n2-c2ccccc2)c2ccccc21 (centres undefined),i,16,i,i,0,i,i,i,i,i,i
COc1ccc(C(=O)Nn2c(SCC(=O)NC3CCCCC3)nc3ccccc3c2=O)cc1,i,6,i,i,-6,i,i,i,i,i,i
CCOC(=O)c1c(CN(CC)CC)oc2cc(Br)c(O)cc12,i,-6,i,i,7,i,i,i,i,i,i
CC(C)CN1CCC(=O)N(CCO)CC1,i,2,i,i,-1,i,i,i,i,i,i
O=C(CN(Cc1ccccc1)C(=O)CCl)c1cccc(Br)c1,i,/,i,/,-4,/,/,i,i,i,/
Cc1cccc(CS(=O)(=O)Cc2ccc(C(=O)O)o2)c1,i,4,i,i,0,i,i,i,i,i,i
CC(C)CNc1nc(Oc2ccc(=O)n(C)n2)nc(N2CCOCC2)n1,i,-1,i,i,-13,i,i,i,i,i,i
COc1ccc(C(CC(=O)Nc2ncccc2C)N2Cc3ccccc3C2=O)cc1OC (centres undefined),i,0,i,i,2,i,i,i,i,i,i
COc1ccc(CCNC(=O)C2CC2)cc1OC,i,-3,i,i,-9,i,i,i,i,i,i
O=C(CSC1=Nc2ccccc2C2CC=NN12)Nc1ccc(F)cc1Cl (centres undefined),i,5,i,i,1,i,i,i,i,i,i
Cc1nc2ccccc2c(=O)n1/N=C/c1ccc(OC(F)F)cc1,i,4,i,i,4,i,i,i,i,i,i
Cc1no[n+]([O-])c1COc1ccccc1/C=C1\NC(=S)NC1=O,i,17,i,/,-4,/,/,i,i,i,/
NCCCC[C@H](NC(=O)C1CCNCC1)c1nnc([C@@H](N)Cc2ccc(O)cc2)o1,i,1,i,i,-1,i,i,i,i,i,i
COc1ccc2nc(N/C(N)=N/C(=S)Nc3ccccc3)nc(C)c2c1,i,10,i,i,-3,i,i,i,i,i,i
O=C(COc1ncnc2ccc(Br)cc12)N1CCOCC1,/,-6,i,i,0,i,i,i,i,i,i
CCOc1ccc(NC(=O)C2CCN(S(=O)(=O)c3ccc4c(c3)NC(=O)C(C)S4)CC2)cc1 (centres undefined),i,-3,i,i,4,i,i,i,i,i,i
O=C1C(c2ccccc2)SC(=Nc2ccccc2)N1S(=O)(=O)c1ccccc1 (centres undefined),i,-1,i,i,1,i,i,i,i,i,i
CC(=O)N1Cc2[nH]c3ccccc3c2CC1C(=O)O (centres undefined),i,2,/,i,/,i,i,/,/,/,i
COc1cccc(NC(=O)CSc2nn3c(=O)c(C)nnc3s2)c1,i,4,i,i,-8,i,i,i,i,i,i
COc1ccccc1CN(Cc1cc2c(C)ccc(C)c2[nH]c1=O)Cc1nnnn1Cc1ccco1,i,21,i,i,-7,i,i,i,i,i,i
CC(=O)/C(=N/Nc1ccc(Br)cc1)Sc1cccc2cccnc12,i,21,i,i,1,i,i,i,i,i,i
Cc1cccc(N2CC(C(=O)Nc3ccc(S(=O)(=O)N4CCOCC4)cc3)CC2=O)c1C (centres undefined),i,-1,i,i,1,i,i,i,i,i,i

# Some values from the entries so far.
# In HDAC3 inhib, O=C(CSC1=Nc2ccccc2C2CC=NN12)Nc1ccc(F)cc1Cl (centres undefined) is entered as 1
# In HDAC3 inhib, Cc1nc2ccccc2c(=O)n1/N=C/c1ccc(OC(F)F)cc1 is entered as 4

# Later entries
SMILES,ANO1 activ,SKKanGAS inh,ANO1 block,TRPC6 act,HDAC3 inhib,RGS4 block,RGS4 pot,MrgX1 agonist,MrgX1 antagonist,MrgX1 allo act,TRPC6 inhibitor
COc1ccc(NC(=O)c2cc(C(=O)Nc3ccc(OC)cc3OC)cc([N+](=O)[O-])c2)c(OC)c1,i,0,i,i,7,i,i,i,i,i,i
Cc1ccc(C(=O)OCC(=O)Nc2cc(C(C)(C)C)nn2-c2ccccc2)c(O)c1,i,-1,i,i,1,i,i,i,i,i,i
CCOC(=O)C(NC(=O)c1ccccc1Cl)(Nc1ccc(C(F)(F)F)cc1)C(F)(F)F (centres undefined),i,30,i,i,19,i,i,i,i,i,i
COC(=O)c1ccccc1NC(=O)CCCn1nc([N+](=O)[O-])cc1C,i,9,i,i,11,i,i,i,i,i,i
CCc1nnc(NS(=O)(=O)c2ccc(NC(=O)c3cc(Cl)ccc3[N+](=O)[O-])cc2)s1,i,0,i,i,3,i,i,i,i,i,i
CN(C)S(=O)(=O)c1cccc(-c2cn3cccnc3n2)c1,i,0,i,i,-121,i,i,i,i,i,i
NC(=O)c1nn(Cc2ccccc2)c(=O)c2ccccc12,i,2,i,i,-1,i,i,i,i,i,i
c1ccc(CCn2c(C3CC3)nc3ccccc32)cc1,i,3,i,i,-4,i,i,i,i,i,i
COc1ccccc1-c1ccc(SCc2ccc([N+](=O)[O-])cc2)nn1,i,-2,i,i,3,i,i,i,i,i,i
Cc1ccc(-c2csc(N(C)C(=O)c3c(C)nn(-c4ccccc4)c3Cl)n2)cc1,i,1,i,i,0,i,i,i,i,i,i
O=C(NC1CCCc2ccccc21)c1ccccc1Br (centres undefined),i,1,i,i,1,i,i,i,i,i,i
O=C(O)CNC(=O)/C(=C\c1ccc2c(c1)OCO2)NC(=O)c1ccc(Br)cc1,i,-10,i,i,-5,i,i,i,i,i,i
O=C(COc1ccc(Cl)cc1Br)Nc1ccccc1N1CCCC1,i,-4,i,i,/,i,i,i,i,i,i
O=C1CCCN1c1ccc(S(=O)(=O)NCc2ccco2)cc1,i,-8,i,i,-2,i,i,i,i,i,i
CCCn1c(SCC(=O)NCc2ccccc2)n[nH]c1=O,i,-1,i,i,-1,i,i,i,i,i,i

# Part of the list above in order of length of the SMILES, high to low.
SMILES,ANO1 activ,SKKanGAS inh,ANO1 block,TRPC6 act,HDAC3 inhib,RGS4 block,RGS4 pot,MrgX1 agonist,MrgX1 antagonist,MrgX1 allo act,TRPC6 inhibitor
COc1ccc(NC(=O)c2cc(C(=O)Nc3ccc(OC)cc3OC)cc([N+](=O)[O-])c2)c(OC)c1,i,0,i,i,7,i,i,i,i,i,i
COc1ccccc1-c1ccc(SCc2ccc([N+](=O)[O-])cc2)nn1,i,-2,i,i,3,i,i,i,i,i,i
O=C(COc1ccc(Cl)cc1Br)Nc1ccccc1N1CCCC1,i,-4,i,i,/,i,i,i,i,i,i
NC(=O)c1nn(Cc2ccccc2)c(=O)c2ccccc12,i,2,i,i,-1,i,i,i,i,i,i
CCCn1c(SCC(=O)NCc2ccccc2)n[nH]c1=O,i,-1,i,i,-1,i,i,i,i,i,i
O=C(NC1CCCc2ccccc21)c1ccccc1Br (centres undefined),i,1,i,i,1,i,i,i,i,i,i

# Going on with the list.
SMILES,ANO1 activ,SKKanGAS inh,ANO1 block,TRPC6 act,HDAC3 inhib,RGS4 block,RGS4 pot,MrgX1 agonist,MrgX1 antagonist,MrgX1 allo act,TRPC6 inhibitor
CCOC(=O)C1(Cc2ccccc2C)CCCN(C(=O)c2ccc3nccnc3c2)C1 (centres undefined),i,-3,i,i,-6,i,-7.1*,i,i,i,i
Cn1c(CN2CCCC2)nc2cc(NC(=O)c3ccco3)ccc21,i,-15,i,i,-2,i,i,i,i,i,i
Cc1ccc(NC(=O)N(CCCN2CCOCC2)Cc2cc3cc4c(cc3[nH]c2=O)OCO4)cc1,i,2,i,i,4,i,i,i,i,i,i
O=C(c1cc(-c2ccccc2)nc2ccccc12)N1CCN(c2ccccn2)CC1,i,0,i,i,15,i,i,i,i,i,i
O=C(NCCN1CCNC1=O)C1CCC(=O)N(Cc2ccccc2F)C1 (centres undefined),i,-1,i,i,-5,i,i,i,i,i,i
Cc1ccccc1NC(=O)C1COc2ccccc2O1 (centres undefined),i,-3,i,i,-2,i,i,i,i,i,i
COc1ccc(CCNC(=O)c2c(O)c3ccccc3n(C)c2=O)cc1,i,8,i,i,-8,i,i,i,i,i,i
Cc1cccc2cc(CN(Cc3cccs3)C(=S)NCC3CCCO3)c(=O)[nH]c12 (centres undefined),i,15,i,i,-2,i,i,i,i,i,i
O=C(Nc1ccccc1C(=O)NCCc1ccccc1)c1ccco1,i,7,i,i,-4,i,i,i,i,i,i
Cc1ccc(CNC(=O)CCc2nc3ccccc3c(=O)[nH]2)cc1,i,1,i,i,1,i,i,i,i,i,i

# Screening results: PubChem, several laboratories
